SMARCA2 activ: SMARCA2 function activation, primary screen; MG213 cells, MMTV-luciferase reporter, dexamethasone, overnight; activation, % at 9.1 µM; 370,000 tested, 1% active; in the data active = activation above about 7.8%;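 also: 0% = vehicle wells and 100% = reference activator wells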
DAX1 inh-1: blocks DAX1 repression of SF-1 activated StAR promoter | HEK293T StAR-luciferase reporter, SF-1/DAX-1 repression relief | AID 652010 | inhibition, % at 6.8 µM | 370,000 tested, 1.1% active;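 active = inhibition above the mean over all tested compounds plus 3 SD, cut at about 3.6% in these data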;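 also: 0% = DAX-1 cells with DMSO and 100% = cells lacking DAX-1 with DMSO; higher inhibition means more luminescence from relief of DAX-1 repression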
ADAM10 inh: inhibits human ADAM10 | O14672 | inhibition, % at 7 µM | recombinant ADAM10, EDANS/DABCYL FRET peptide cleavage, 3 h | 370,000 tested, 0.62% active;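 active = inhibition above a per-campaign cutoff equal to the mean of compounds falling between control-based bounds plus 3 SD, cut at about 20% in these data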;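 also: 0% = DMSO wells while the 100% control is not disclosed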
DAX1 inh-2: inhibits human nuclear receptor DAX1 | 340,000 tested, 0.99% active | HEK293 Gal4-DAX1 luciferase reporter, luminescence | AID 504766 | inhibition, % at 6.75 µM | P51843;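 active = inhibition above the mean over all tested compounds plus 3 SD, cut at about 4.2% in these data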;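 also: 0% = DAX1-transfected cells with DMSO and 100% = empty-vector control cells with DMSO; inhibition shows as a rise in luminescence from relieved DAX1 repression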
GC-A act: GC-A (human) enzyme activation; P16066; HEK293 GC-A cells, cGMP TR-FRET, EC30 ANP; 0% at EC30 ANP, 100% saturating ANP; activation, % at 10 µM; 370,000 tested, 0.14% active; AID 1671463; in the data active = activation above about 40%
Target sequence (P16066 whole entry, looked up): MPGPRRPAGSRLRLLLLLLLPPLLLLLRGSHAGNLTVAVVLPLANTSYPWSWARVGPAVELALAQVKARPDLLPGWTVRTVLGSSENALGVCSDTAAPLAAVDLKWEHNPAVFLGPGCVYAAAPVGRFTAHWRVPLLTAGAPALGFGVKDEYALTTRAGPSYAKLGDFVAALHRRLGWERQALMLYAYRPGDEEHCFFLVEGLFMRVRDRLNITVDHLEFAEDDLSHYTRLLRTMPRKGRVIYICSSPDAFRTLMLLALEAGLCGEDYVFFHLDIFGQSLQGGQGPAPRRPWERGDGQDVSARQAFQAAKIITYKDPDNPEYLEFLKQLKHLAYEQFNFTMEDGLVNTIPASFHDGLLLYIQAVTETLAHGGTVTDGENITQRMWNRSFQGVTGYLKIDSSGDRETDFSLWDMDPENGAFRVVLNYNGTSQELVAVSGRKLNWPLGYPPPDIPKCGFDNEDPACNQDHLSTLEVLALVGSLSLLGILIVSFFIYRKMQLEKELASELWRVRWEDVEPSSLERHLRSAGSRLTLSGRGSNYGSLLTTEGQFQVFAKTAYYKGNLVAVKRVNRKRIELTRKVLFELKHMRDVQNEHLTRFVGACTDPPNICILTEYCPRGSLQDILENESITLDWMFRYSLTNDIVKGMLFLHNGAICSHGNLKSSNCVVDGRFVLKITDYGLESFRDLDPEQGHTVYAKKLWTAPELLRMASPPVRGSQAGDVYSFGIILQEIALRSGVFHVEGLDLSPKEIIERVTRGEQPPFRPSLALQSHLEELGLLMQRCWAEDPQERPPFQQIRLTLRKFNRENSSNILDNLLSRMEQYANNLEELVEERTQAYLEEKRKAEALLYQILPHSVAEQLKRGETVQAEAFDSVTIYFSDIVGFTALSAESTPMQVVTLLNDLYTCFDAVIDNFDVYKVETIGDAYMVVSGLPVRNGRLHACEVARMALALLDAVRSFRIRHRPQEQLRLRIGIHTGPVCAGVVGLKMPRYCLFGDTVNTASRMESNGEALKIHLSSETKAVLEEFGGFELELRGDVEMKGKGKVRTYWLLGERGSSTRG
hcDAF-12 act: H. contortus DAF-12 activation, primary screen; HEK293 hcDAF-12 lit1-tk-luc reporter, luminescence; 0% DMSO, 100% Δ7-dafachronic acid; activation, % at 6.8 µM; 370,000 tested, 1.4% active;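 active = activation above the mean of all tested compounds plus 3 SD, cut at about 5.5% in these data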;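 also: 100% = response to 3 µM Δ7-dafachronic acid high control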
hgDAF12 agonist: hgDAF-12 agonism, primary luciferase screen; activation, % at 6.8 µM; HEK293 GAL4-hgDAF12 UAS-luciferase reporter, agonist luminescence; normalized to butyrate control; 370,000 tested, 1.8% active; AID 687014;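 active = activation above a cutoff set at the mean of all screened compounds plus 3 SD, cut at about 10% in these data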;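 also: 0% = DMSO wells and 100% = sodium butyrate wells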
ssDAF12 agonist: activates DAF-12 receptor from parasite S. stercoralis. HEK293 ssDAF-12/GRIP1 lit1-tk-luc reporter, luminescence; % of 3 µM dafachronic acid response. AID 652126. activation, % at 6.8 µM. 370,000 tested, 1% active;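 active = activation above the mean over all tested compounds plus 3 SD, cut at about 0.9% in these data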;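 also: 0% = DMSO-only wells and 100% = 3 µM delta7-dafachronic acid wells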
sPLA2-III inh: Inhibits HGIII-sPLA2 liposome hydrolysis, primary screen. QFRET BODIPY PC-A2 liposome hydrolysis, fluorescence. inhibition, % at 12.2 µM. 370,000 tested, 0.56% active. AID 743126;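 active = inhibition above mean plus 3 SD of compounds lying within the high and low control bounds, cut at about 19% in these data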;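 also: 0% = median of test compound wells and 100% = no enzyme DMSO wells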
FXN GAA850 act: frataxin GAA850 promoter activation | 360,000 tested, 0.56% active | AID 540364 | HEK293 lucGAA850 FXN promoter luciferase reporter, 24 h; percent of 10 µM SAHA response | activation, % at 6 µM;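 active = activation above the average of all compounds screened plus 3 SD, cutoff fixed separately per campaign, cut at about 7.5% in these data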;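 also: 0% = DMSO wells and 100% = 10 µM SAHA wells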
NPR2 activator: GC-B (human) receptor activation | HEK293-GC-B cells, CNP EC30, cGMP TR-FRET; 0% at EC30 CNP, 100% saturating CNP | activation, % at 10 µM | 370,000 tested, 0.11% active | AID 1920062;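 active = activation at 10 µM reaching about 35% in either raw or pattern-adjusted values, limit read from the data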
Starred values were filed as active, the others as inactive; x = no result given; & = joins results of further samples.

SMILES	SMARCA2 activ	DAX1 inh-1	ADAM10 inh	DAX1 inh-2	GC-A act	hcDAF-12 act	hgDAF12 agonist	ssDAF12 agonist	sPLA2-III inh	FXN GAA850 act	NPR2 activator
CCCC(C(=O)Nc1ccc(S(=O)(=O)N2CCOCC2)cc1)c1ccccc1 (stereo not given)	-3	0.5	17	-0.1	-4	0.0	1.9	-1.4	-28	-1.1	2
COc1ccc(S(=O)(=O)N2CCN(C(=O)c3cnc(C)cn3)CC2)cc1	1	-0.5	2	1.5	-6	0.9	2.6	-1.1	1	-2.2	-14
CCN(CC)S(=O)(=O)c1cccc(C(=O)N[C@H](C(=O)OCC(=O)NC(=O)NC)C(C)C)c1	-4	0.0	-3	0.6	-4	-0.7	-0.1	-1.2	1	-0.7	2
Cc1ccc(Sc2ncnc3onc(C)c23)cc1	-1	-1.5	-6	-0.5	-2	-2.1	-0.7	-0.9	5	-0.5	1
O=c1c([N+](=O)[O-])c(NC2CCCCC2)c2ccccc2n1-c1ccccc1	3	0.2	0	2.9	-32	0.0	0.0	-0.8	1	-1.0	-16
Fc1ccc(-c2nc(-c3cnccn3)no2)c(Cl)c1	1	1.4	-2	2.3	16	2.4	5.8	0.0	0	1.5	-1
CCOc1ccccc1OCC(=O)Nc1cc2c(cc1C(=O)O)OCCCO2	-2	0.0	-3	0.0	1	-0.4	0.7	-1.1	-7	1.8	1
O=C(Nc1ccn(Cc2ccccc2F)n1)c1ccc(COc2cccc(Br)c2)cc1	0	-0.7	15	-0.9	-5	3.8	9.8	-0.8	-15	4.8	-6
O=C(O)c1cc(S(=O)(=O)Nc2ccccc2C(=O)O)ccc1O	-2	0.7	-6	0.0	1	-0.1	-0.1	-0.8	-13	2.1	2
CCOc1ccc(-c2cnc3n2CCC3)cc1	0	0.5	3	-0.1	0	-0.1	2.0	-1.4	2	-1.2	3

A different layout for part of the listing above.
Values in the order – SMARCA2 activ | DAX1 inh-1 | ADAM10 inh | DAX1 inh-2 | GC-A act | hcDAF-12 act | hgDAF12 agonist | ssDAF12 agonist | sPLA2-III inh | FXN GAA850 act | NPR2 activator
> O=C(Nc1ccn(Cc2ccccc2F)n1)c1ccc(COc2cccc(Br)c2)cc1
    0 | -0.7 | 15 | -0.9 | -5 | 3.8 | 9.8 | -0.8 | -15 | 4.8 | -6
> O=C(O)c1cc(S(=O)(=O)Nc2ccccc2C(=O)O)ccc1O
    -2 | 0.7 | -6 | 0.0 | 1 | -0.1 | -0.1 | -0.8 | -13 | 2.1 | 2
> CCOc1ccc(-c2cnc3n2CCC3)cc1
    0 | 0.5 | 3 | -0.1 | 0 | -0.1 | 2.0 | -1.4 | 2 | -1.2 | 3

Next structures.
SMILES	SMARCA2 activ	DAX1 inh-1	ADAM10 inh	DAX1 inh-2	GC-A act	hcDAF-12 act	hgDAF12 agonist	ssDAF12 agonist	sPLA2-III inh	FXN GAA850 act	NPR2 activator
COCCn1c(C)cc(O)c(C(=O)Nc2cccc(Cl)c2)c1=O	-2	0.2	-1	0.3	2	1.2	-0.3	-1.0	0	-0.3	-2
CCOC(=O)C1=NOC(Cn2cc(C(C)=O)c(=O)[nH]c2=O)C1 (stereo not given)	-2	-0.4	1	0.7	3	-1.1	-2.5	-0.6	3	-1.5	-1
COc1ccc(CNc2cccc(C)n2)c(O)c1	0	-0.3	-4	-0.4	-7	-0.4	3.6	-0.9	0	1.4	-4
COc1ccccc1C(=O)C1CCCN(C(=O)c2cnn(C(C)C)c2)C1 (stereo not given)	-1	0.2	-8	0.4	-2	-1.2	-0.6	-1.2	2	-0.2	2
CCN(c1ccccc1)S(=O)(=O)c1ccc(Cl)c(NC(=O)CSc2ncn[nH]2)c1	-2	-0.8	23*	-1.6	-1	-3.6	-1.0	-1.8	-80	-0.1	3
CCCCn1c(N)c(N(CCC(C)C)C(=O)c2[nH]c(C)c(C(=O)OCC)c2C)c(=O)[nH]c1=O	0	-0.9	-2	2.3	-4	1.1	-2.0	-1.0	-3	-0.4	-3
CCCCN(Cc1ccccc1)S(=O)(=O)c1cc2c(cc1Br)CC(C)N2C(C)=O (stereo not given)	-4	-4.0	17	-1.1	-9	-2.9	-0.8	-1.4	-3	-3.5	-8
CS(=O)(=O)Nc1ccc(C(=O)N2CCc3ccccc3C2)cc1	-4	0.2	-1	-0.6	1	-1.4	0.5	-1.0	3	0.7	-4
COc1ccc2c(c1)c1nc3ccccc3nc1n2CC(=O)OC(C)C	-6	-0.3	-1	1.0	3	0.6	-1.5	-1.2	3	0.8	10
CCCC(=O)N(Cc1cc2ccccc2[nH]c1=O)c1ccccc1OC	0	0.2	-8	-1.5	-12	1.6	-2.1	-1.5	-7	-0.9	-16
COc1ccc(N2CCN(C(c3nnnn3C3CCCC3)C(C)C)CC2)cc1 (stereo not given)	-3	0.4	1	0.9	3	-1.1	4.1	-0.9	4	0.9	2
COc1ccc(NC(=O)c2nc3nccc(C)n3n2)cn1	4	0.1	4	0.0	1	-0.2	6.5	-0.5	0	3.8	5
CCn1ncc(C(=O)Nc2ccc(S(=O)(=O)N3CCCC3)cc2)c1C	-3	0.0	-2	2.0	2	-1.6	0.2	-1.1	-9	1.9	-3
COc1cc2c(cc1OC)CN(C(C)C(=O)N1CCc3ccccc31)CC2 (stereo not given)	2	-0.7	-18	0.4	3	0.5	-0.6	-1.5	-1	-0.8	2
COc1ccc(NC(=O)Cc2nnc(N)s2)cc1	-2	-0.3	-1	-0.5	4	-1.1	4.5	-1.0	-1	-0.2	0
COC(=O)c1sc(-c2ccc(Cl)cc2)cc1NC(=O)/C=C/C(=O)O	9.1*	0.5	-9	0.2	47*	-0.1	2.1	-1.2	-4	-0.9	-9
Cc1cccc(NS(=O)(=O)c2c(C(=O)N3CCOCC3)c(C)n(C)c2C)c1C	3	0.3	3	-0.3	0	-0.1	-0.2	-0.6	0	0.7	5
COc1cc(Br)c(CC(=O)NC2CC2)cc1OC	-3	0.1	-4	-1.6	-3	1.7	0.1	-0.4	6	0.8	8
COCCNc1nc(C)cc(-c2cc(C(=O)NCc3ccccc3)on2)n1	0	-0.7	-14	0.2	1	-1.9	1.3	-1.2	-3	2.4	-2
Cc1cc(Br)ccc1OCCCCN1CCC(C)CC1	-3	0.0	-3	-0.8	-2	-2.7	-3.9	-1.0	-8	1.8	-8
O=C(O)c1ccccc1C(=O)N1CCc2c([nH]c3ccccc23)C1C(F)(F)F (stereo not given)	-5	-0.2	-6	x	3	1.9	-3.4	-0.8	5	-0.8	-3
COc1ccc(-n2nc3c(c2NC(=O)c2ccc(Br)o2)CS(=O)(=O)C3)cc1	-1	-0.1	-1	0.4	-7	-1.1	0.6	-1.1	-8	1.2	-5
C[C@@H]1COC(=O)[C@@H](CC(=O)OC(C)(C)C)C/C=C\C[C@@H](CC(=O)N(CCO)Cc2ccccc2)C(=O)N1	-3	-0.9	-19	0.5	2	-0.2	-1.9	-1.4	18	0.6	-5
Nc1nc(N)nc(-c2ccc(Cl)c(Cl)c2)n1	5	1.4	-45	4.0	5	-0.1	21*	-1.0	-2	2.2	0
CCOC(=O)c1c(CN2CCCCC2)oc2ccc(OC)cc12	1&-2	-0.4&-0.7	-22&-34	-0.2&0.3	-1&-6	-1.3&1.8	-0.1&-1.2	-1.5&-1.1	-1&-10	-2.8&1.5	-4&-4
CC1CC(C)CN(C(=O)Cn2c(-c3nonc3N)nc3ccccc32)C1 (stereo not given)	-2	-0.2	5	-1.1	-1	-2.3	1.1	-1.0	-2	-1.0	-4
CCNC(=O)NC(=O)C(C)OC(=O)c1ccc(-n2nc(SC)sc2=S)cc1 (stereo not given)	1	-0.2	22*	-0.2	-4	0.2	0.2	-0.7	2	2.0	5
COc1ccc(C2CC(C(F)(F)F)n3nc(C(=O)NCc4c(C)nn(C)c4C)c(Cl)c3N2)cc1 (stereo not given)	-4	-2.6	-1	-2.6	2	-3.3	-4.6	-2.4	-13	-5.7	0
COC(=O)C1=C(C)N(c2ccc(C)c(C)c2)/C(=C/c2cccs2)C1=O	-2	0.1	7	-0.2	20	-0.7	0.9	-0.5	0	-2.8	4
COc1ccc(C(c2nnnn2C2CCCCC2)N2CCN(C)CC2)c(OC)c1 (stereo not given)	-1	-0.3	5	-1.1	-1	0.1	1.1	-1.5	-6	0.0	-7
COc1ccccc1C(=O)NN1C(=O)C2C3C=CC(O3)C2C1=O (stereo not given)	-1	-0.3	11	-0.5	2	0.9	0.5	-0.3	3	-0.9	1
COc1ccccc1C1c2c(C)nn(-c3ccccc3)c2NC(=O)C1NC(=O)c1ccccc1 (stereo not given)	2	-0.5	3	0.1	-1	-0.3	-1.2	-0.9	-3	-0.8	4
CC(C)NC(=O)CSc1c2c(nc3ccccc13)CCCC2	0	0.2	0	0.4	4	-1.9	-0.9	-1.4	4	1.9	1
CC(Oc1cccc(Cl)c1)C(=O)Nc1ccccc1N1CCCC1 (stereo not given)	-2	-1.1	-9	-0.5	-4	2.0	3.3	0.8	5	1.8	-12
O=C(Nc1ccc(S(=O)(=O)Nc2cnc3ccccc3n2)cc1)c1ccc(Cl)c([N+](=O)[O-])c1	-3	-0.5	-8	-0.9	-1	0.7	-1.2	-1.4	-66	-0.9	4
CCOc1ccc(/C=C2/SC(=S)N(C(C(=O)O)c3ccccc3)C2=O)cc1OCC (stereo not given)	0	-0.5	0	0.3	-6	0.6	1.2	0.0	-9	1.7	0
COc1ccc(S(=O)(=O)N2CCN(C)CC2)cc1C(=O)N1CCCCC1	-2	-0.3	0	0.5	1	-0.2	-0.4	-0.8	10	0.6	-3
CC(OC(=O)c1cnc(Cl)c(Cl)c1)C(=O)NCc1ccccc1 (stereo not given)	0	1.1	-5	0.7	-2	1.8	-1.0	-0.1	0	2.0	-2
CCCCC(=O)NC(c1ccccc1Cl)c1ccc2cccnc2c1O (stereo not given)	-2	-1.8	14	-6.4	-1	-4.0	-11	-1.8	28*	-8.8	-2
Cc1cccc(/C=C(\C#N)C(=O)Nc2ccccn2)c1	0	0.2	-14	0.2	1	-0.5	2.7	-1.2	-8	0.6	1
CCc1cccc(C)c1NC(=O)COC(=O)c1c2c(nc3ccccc13)/C(=C\c1cccs1)CCC2	-2	-0.2	-3	-0.9	4	3.5	1.9	-1.7	-5	-2.0	6
Cc1cc(C)nc(N(C#N)S(=O)(=O)c2ccccc2)n1	2	0.0	-3	0.6	0	1.6	1.5	-1.3	4	0.3	0
N#Cc1c(NC(=O)C2CCCO2)sc2c1CCCCC2 (stereo not given)	3	3.9*	5	4.7*	-2	6.7*	15*	2.8*	9	3.7	-3
COc1ccc(NC(=O)CN(C)CCOc2ccc(Cl)cc2)cc1OC	-3	-0.5	1	-0.5	-2	0.9	-2.9	-1.4	9	1.1	-1
O=C(CSc1ncc(S(=O)(=O)c2ccccc2)c(=O)[nH]1)Nc1ccccc1Cl	-2	-0.5	3	1.4	2	0.1	0.6	-0.5	-29	-0.5	4
NS(=O)(=O)c1ccc(CCNC(=O)CNC(=O)c2ccc(F)cc2)cc1	0	0.0	-6	-0.5	-6	1.0	-0.3	-0.6	5	1.9	-1
CN(CC(=O)Nc1ccccc1Cl)CC(=O)Nc1sc2c(c1C(N)=O)CCC2	-4	-0.9	-14	-2.3	-3	-0.3	-1.9	-1.3	-8	0.6	1
